High-throughput results as filed in PubChem BioAssay.
CAL PDZ FP-1 = inhibitors of human CAL PDZ peptide binding; purified CAL PDZ, TMR-peptide fluorescence polarization, 1 h; inhibition, % at 20 µM; 330,000 tested, 0.02% active; AID 504414;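 active = highest replicate inhibition of at least 40%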;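 also: plate controls were DMSO neutral control wells for no effect and unlabeled competitor peptide control wells for full effect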
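System: tagged CAL PDZ domain. Schedule: 1 h room-temperature incubation prior to read. Signal: fluorescence polarization (mP). Measure: percent inhibition from loss of millipolarization.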
MITF act = activators of MITF-driven TRPM1 promoter activity in SK-MEL-5 cells. SK-MEL-5 TRPM1-promoter luciferase, 24 h; % of positive control, neutral wells = 0. activation, % at 12.5 µM. 300,000 tested, 0.75% active. AID 588334;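 active = mean activation of at least 80% with every replicate also reaching 80%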;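 also: 0% = neutral control wells and 100% = parthenolide positive control wells; values of inactives mirror those of a sister screen read the other way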
SR-BI HDL uptake = inhibitors of mouse SR-BI mediated HDL lipid uptake; Q61009; ldlA[mSR-BI] CHO cells, DiI-HDL uptake fluorescence, 3 h; inhibition, % at 12.5 µM; 320,000 tested, 0.96% active;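 active = mean replicate inhibition of at least 70% and a set share of replicates each scoring 70 or more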;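 also: 0% = median of neutral control wells and 100% = median of positive control wells; values of inactives mirror those of a sister screen read the other way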
Target sequence (Q61009 whole entry, looked up): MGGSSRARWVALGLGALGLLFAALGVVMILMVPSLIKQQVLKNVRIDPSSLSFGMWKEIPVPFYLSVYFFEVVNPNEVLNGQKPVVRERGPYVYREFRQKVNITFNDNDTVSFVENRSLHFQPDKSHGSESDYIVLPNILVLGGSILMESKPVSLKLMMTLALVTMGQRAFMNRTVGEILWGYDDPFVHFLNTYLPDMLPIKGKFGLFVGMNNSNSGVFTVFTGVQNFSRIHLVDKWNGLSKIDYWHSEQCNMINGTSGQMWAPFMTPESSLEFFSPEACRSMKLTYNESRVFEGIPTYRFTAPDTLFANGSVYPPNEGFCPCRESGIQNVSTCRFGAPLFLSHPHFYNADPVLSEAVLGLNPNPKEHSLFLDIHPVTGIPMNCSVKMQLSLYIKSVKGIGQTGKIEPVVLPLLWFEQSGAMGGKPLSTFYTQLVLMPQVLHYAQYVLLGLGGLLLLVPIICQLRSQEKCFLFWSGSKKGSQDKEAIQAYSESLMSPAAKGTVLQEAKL
phage Ecoli inh = E. coli growth loss with phage present. AID 651602. 360,000 tested, 0.26% active. growth absorbance. inhibition, % at 11.9 µM; in the data active = inhibition above about 11%
Tat transport = blocks Tat-dependent protein export in E. coli; E. coli MC4100 TorA-mCherry Tat export, fluorescence; inhibition, % at 10 µM; 340,000 tested, 0.036% active;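 active = mean replicate inhibition at least 50% and at least half of replicates individually reaching 50%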;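 also: exported cargo escapes ClpAP degradation while cytoplasmic cargo is degraded and loses fluorescence; 0% = median of neutral control wells and 100% = median of NaSCN control wells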
CAL PDZ FP-2 = inhibitors of human CAL PDZ peptide binding. Q9HD26. purified CAL PDZ, TMR-peptide fluorescence polarization, 1 h. inhibition, % at 24.9 µM. 300,000 tested, 0.92% active. AID 602252;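 active = mean inhibition of at least 30% with at least half of replicates also reaching 30%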;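 also: 0% = DMSO neutral control and 100% = excess unlabeled competitor peptide PRC23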
SR-BI uptake up = activators of SR-BI mediated HDL lipid uptake | AID 504775 | activation, % at 12.5 µM | 320,000 tested, 0.096% active | CHO ldlA[mSR-BI] cells, DiI-HDL uptake fluorescence, 3 h; 100 = double the neutral-control signal;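 active = mean replicate activation of at least 60% and every replicate at or above 60%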;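 also: 0% = median plate neutral-control signal and 100% = twice that signal; values of inactives mirror those of a sister screen read the other way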
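material = CHO ldlA[mSR-BI] cells | medium = Ham's F12 with 0.5% BSA, HEPES 25 mM, pH 7.4 | reagent = fluorescent DiI-HDL, 10 µg/mL final | compound dosing = single-point compound dose | incubation = 3 h, 37 °C | measured by = bottom-read fluorescence, 550/595 nm | measure = HDL uptake via cellular fluorescence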
AddAB inh = less growth of phage-infected E. coli with AddAB. E. coli expressing H. pylori AddAB, absorbance growth. inhibition, % at 11.9 µM. 330,000 tested, 0.29% active. AID 435030; in the data active = inhibition above about 12%;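 also: 0% = vehicle wells of infected cells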
E coli growth = bacterial growth inhibition, counter-screen for AddAB inhibitors | E. coli V3065 growth, OD600 absorbance, 18 h | inhibition, % at 11.9 µM | 330,000 tested, 0.27% active | AID 449728;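 active = inhibition above the campaign's mean inhibition across all tested compounds plus 3 SD, cut at about 9.9% in these data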;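 also: uninfected addAB+ strain grown without phage in ampicillin broth; 0% = DMSO wells and 100% = ciprofloxacin 0.95 µg/ml wells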
Wnt bcat act = Wnt/beta-catenin pathway activation; Wnt/beta-catenin reporter cell assay, activator, plate reader; activation, % at 9.35 µM; 300,000 tested, 1.2% active; AID 743398; in the data active = activation above about 30%, passing the limit was not always enough;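 also: 0% = neutral control wells and 100% = positive control wells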
* marks the source's active call; other numbers are inactive results. This is a random part of the collection; any-hit rate near 3.6%.

Screening CCOC(=O)C1C(c2cccc([N+](=O)[O-])c2)C2C(=O)NN=C2CC1(C)O (centres undefined) returned CAL PDZ FP-1 -0.4, MITF act 0, SR-BI HDL uptake 1, phage Ecoli inh 4.9, Tat transport -3, CAL PDZ FP-2 -3, SR-BI uptake up -1, AddAB inh 5.6, E coli growth 2.0 and Wnt bcat act 0.
CC(=O)c1ccccc1NC(=O)COC(=O)Cc1cccc(C(F)(F)F)c1 was read as CAL PDZ FP-1 0.2, SR-BI HDL uptake 13, phage Ecoli inh 1.1, Tat transport 0, CAL PDZ FP-2 -6, SR-BI uptake up -13, AddAB inh 1.2, E coli growth 0.5 and Wnt bcat act 3.
`Cc1ccc(S(=O)(=O)NCC2CCC(C(=O)N3CCN(C)CC3)CC2)cc1` (centres undefined) gave CAL PDZ FP-1 -0.1, MITF act 11, SR-BI HDL uptake -5, phage Ecoli inh 0.1, Tat transport 1, CAL PDZ FP-2 1, SR-BI uptake up 5, AddAB inh 2.2, E coli growth -0.2 and Wnt bcat act -3.
For Cc1ccc(NC(=O)CSc2nnc3ccc(-c4ccncc4)nn23)cc1 the results were CAL PDZ FP-1 -2.4, MITF act 11, SR-BI HDL uptake -4, phage Ecoli inh 3.2, Tat transport 2, CAL PDZ FP-2 -5, SR-BI uptake up 4 and Wnt bcat act 1.
Screening COCCNC(=O)C1Cc2c(ccc3ccccc23)O1 (centres undefined) returned CAL PDZ FP-1 -0.1, MITF act 7, SR-BI HDL uptake 22, phage Ecoli inh 3.7, Tat transport -1, SR-BI uptake up -22, AddAB inh 0.8, E coli growth -0.3 and Wnt bcat act -2.
CN(C)CCCNc1oc(-c2ccccc2)nc1C#N was read as CAL PDZ FP-1 0.2, MITF act 0, SR-BI HDL uptake -34, phage Ecoli inh 2.8, Tat transport -6, CAL PDZ FP-2 -3, SR-BI uptake up 34, AddAB inh 3.9 and E coli growth 2.7.
Screening CCC1=NN(C(=O)c2cccc(Br)c2)C(O)(c2ccc(Br)cc2)C1 (centres undefined) returned CAL PDZ FP-1 -2.2, MITF act 5, SR-BI HDL uptake 67, phage Ecoli inh 8.6, Tat transport -6, CAL PDZ FP-2 2, SR-BI uptake up -67, AddAB inh 6.3, E coli growth 1.3 and Wnt bcat act -8.
Screening Cc1ccc2c(C)c(C(=O)N3CCN(Cc4ccc5c(c4)OCO5)CC3)oc2c1C returned CAL PDZ FP-1 -1.5, MITF act 50, SR-BI HDL uptake 14, phage Ecoli inh 2.2, Tat transport 13, CAL PDZ FP-2 -3, SR-BI uptake up -14, AddAB inh 0.0, E coli growth -1.4 and Wnt bcat act 8.
Screening O=C1NNC(c2ccccc2)=N/C1=C\c1ccccc1Cl returned CAL PDZ FP-1 -0.6, SR-BI HDL uptake 16, phage Ecoli inh 4.7, Tat transport -1, SR-BI uptake up -16 and Wnt bcat act -2.
`C=CCn1c(SCC(=O)NCc2ccccc2)nnc1-c1ccccc1O` gave CAL PDZ FP-1 -0.9, SR-BI HDL uptake 13, phage Ecoli inh 1.1, Tat transport 1, CAL PDZ FP-2 3, SR-BI uptake up -13, AddAB inh 5.1 and E coli growth 2.0.
`Cc1ccc(S(=O)(=O)N2CCCCC2C(=O)NCc2ccco2)cc1` (centres undefined) gave CAL PDZ FP-1 0.0, MITF act -2, SR-BI HDL uptake 15, phage Ecoli inh 0.5, Tat transport 16, CAL PDZ FP-2 -2, SR-BI uptake up -15, AddAB inh -0.5, E coli growth -2.2 and Wnt bcat act -2.
Screening CN(C)C(CNC(=O)c1cc(S(=O)(=O)N2CCOCC2)ccc1Cl)c1cccs1 (centres undefined) returned CAL PDZ FP-1 -1.6, MITF act 17, SR-BI HDL uptake -1, phage Ecoli inh 0.7, Tat transport -1, CAL PDZ FP-2 -8, SR-BI uptake up 1 and Wnt bcat act 13.
For N#Cc1ccccc1CSc1ccc(-c2nc3ccccc3[nH]2)cn1 the results were CAL PDZ FP-1 -5.6, MITF act 35, SR-BI HDL uptake 7, phage Ecoli inh -0.3, Tat transport -6, CAL PDZ FP-2 -5, SR-BI uptake up -7, AddAB inh 3.5 and E coli growth 3.2.
Screening CC(C)=CCCC(C)CCO (centres undefined) returned CAL PDZ FP-1 -2.4, SR-BI HDL uptake -3, phage Ecoli inh 0.1, Tat transport -4, CAL PDZ FP-2 8, SR-BI uptake up 3, AddAB inh 2.1, E coli growth 2.2 and Wnt bcat act 2.
For O=S(=O)(NCC(c1cccnc1)N1CCN(c2ccc(F)cc2)CC1)c1ccc(F)cc1 (centres undefined) the results were CAL PDZ FP-1 0.2, SR-BI HDL uptake -16, phage Ecoli inh 3.0, Tat transport -16, SR-BI uptake up 16, AddAB inh 1.0, E coli growth 0.1 and Wnt bcat act -4.
Screening Cc1ccc(C(=O)N2c3ccccc3N(Cc3ccccc3)C(=O)C2(C)C)cc1 returned CAL PDZ FP-1 -1.2, MITF act -24, SR-BI HDL uptake 0, phage Ecoli inh 4.4, Tat transport 29, CAL PDZ FP-2 -2, SR-BI uptake up 0, AddAB inh 1.3, E coli growth -1.4 and Wnt bcat act -5.
CCNC(=O)CC1C(=O)N(c2ccc(C)cc2)C(=O)N1CCc1ccc(OC)c(OC)c1 (centres undefined) was read as CAL PDZ FP-1 0.0, SR-BI HDL uptake 1, phage Ecoli inh 2.9, Tat transport -2, CAL PDZ FP-2 -1, SR-BI uptake up -1, AddAB inh 1.1, E coli growth -0.6 and Wnt bcat act -4.
Screening COc1ccc(/C(O)=C2/C(=O)C(=O)N(CCN(C)C)C2c2ccc(C)cc2)cc1Cl (centres undefined) returned CAL PDZ FP-1 -1.7, MITF act 7, SR-BI HDL uptake -21, phage Ecoli inh 3.9, Tat transport -7, CAL PDZ FP-2 -1, SR-BI uptake up 21, AddAB inh -1.3, E coli growth -3.5 and Wnt bcat act 0.
CC(C)(C)S(=O)N1Cc2ccc(CO)cc2[C@H]1CCO (some centres undefined) was read as CAL PDZ FP-1 -1.0, MITF act -14, SR-BI HDL uptake -4, phage Ecoli inh 2.3, Tat transport -1, CAL PDZ FP-2 -5, SR-BI uptake up 4 and Wnt bcat act -5.
C=C(CCO)C1=CCN(S(=O)C(C)(C)C)[C@@H]1CCO (some centres undefined) was read as CAL PDZ FP-1 -1.0, MITF act 0, SR-BI HDL uptake -7, phage Ecoli inh 1.5, Tat transport -1, CAL PDZ FP-2 -1, SR-BI uptake up 7 and Wnt bcat act -2.
For N#CC1=C(N)OC2=C(C(=O)CCC2)C1c1cc2c(cc1Cl)OCO2 (centres undefined) the results were CAL PDZ FP-1 -1.1, MITF act 4, SR-BI HDL uptake -18, phage Ecoli inh 1.0, Tat transport 5, CAL PDZ FP-2 2, SR-BI uptake up 18, AddAB inh 2.6, E coli growth 0.1 and Wnt bcat act 0.
O=C(Nc1nc2n(n1)C(c1ccc(F)cc1)CC(c1ccccc1)N2)c1ccco1 (centres undefined) was read as CAL PDZ FP-1 -1.0, MITF act -7, SR-BI HDL uptake -19, phage Ecoli inh 3.1, Tat transport 0, CAL PDZ FP-2 38*, SR-BI uptake up 19, AddAB inh 1.7, E coli growth -2.6 and Wnt bcat act 21.
O=C(Nc1ccccc1)Nc1ccccc1-n1ccnc1 was read as CAL PDZ FP-1 -1.1, MITF act 0, SR-BI HDL uptake 30, phage Ecoli inh 2.5, Tat transport 2, CAL PDZ FP-2 1, SR-BI uptake up -30, AddAB inh 3.6, E coli growth 4.2 and Wnt bcat act 1.
Screening COCCNC(=O)c1cc2nc(-c3ccc(F)cc3)cc(C(F)(F)F)n2n1 returned CAL PDZ FP-1 -1.9, MITF act 4, SR-BI HDL uptake 8, phage Ecoli inh 1.7, Tat transport -1, CAL PDZ FP-2 -1, SR-BI uptake up -8, AddAB inh -0.3, E coli growth -1.2 and Wnt bcat act 2.
Screening CCOC(=O)c1cc(-c2csc(COc3ccccc3)n2)on1 returned CAL PDZ FP-1 -0.6, MITF act -2, SR-BI HDL uptake -14, phage Ecoli inh 4.0, Tat transport 6, CAL PDZ FP-2 -3, SR-BI uptake up 14, AddAB inh -1.3, E coli growth -1.9 and Wnt bcat act 0.
Screening Cc1ccc(/C=C/C(=O)Nc2cccnc2)o1 returned CAL PDZ FP-1 -1.4, MITF act 23, SR-BI HDL uptake -12, phage Ecoli inh 3.9, Tat transport 3, CAL PDZ FP-2 -4, SR-BI uptake up 12, AddAB inh 0.3, E coli growth 0.4 and Wnt bcat act 6.
Screening O=C(NC(Cc1ccccc1)C(=O)O)/C(=C\c1ccco1)NC(=O)c1ccco1 (centres undefined) returned CAL PDZ FP-1 -1.9, MITF act -6, SR-BI HDL uptake -1, phage Ecoli inh 3.2, Tat transport -17, CAL PDZ FP-2 -1, SR-BI uptake up 1, AddAB inh 3.4, E coli growth 0.2 and Wnt bcat act 0.
COc1ccc(CN2C3CCC2CC(NC(=O)c2cc(OC)c(OC)c(OC)c2)C3)cc1 (centres undefined) was read as CAL PDZ FP-1 0.4, MITF act -9, SR-BI HDL uptake 5, phage Ecoli inh -0.7, Tat transport 3, CAL PDZ FP-2 -2, SR-BI uptake up -5, AddAB inh 2.7, E coli growth 1.2 and Wnt bcat act 0.
Cc1ccccc1OCC(=O)OCC(=O)Nc1cc(C(F)(F)F)ccc1N1CCOCC1 was read as CAL PDZ FP-1 -0.4, MITF act -1, SR-BI HDL uptake 3, phage Ecoli inh 1.7, Tat transport -2, CAL PDZ FP-2 -1, SR-BI uptake up -3, AddAB inh 4.0 and E coli growth -0.8.

Pulled by compound from above, four records:
O=C(Nc1nc2n(n1)C(c1ccc(F)cc1)CC(c1ccccc1)N2)c1ccco1 (centres undefined) was read as CAL PDZ FP-1 -1.0, MITF act -7, SR-BI HDL uptake -19, phage Ecoli inh 3.1, Tat transport 0, CAL PDZ FP-2 38*, SR-BI uptake up 19, AddAB inh 1.7, E coli growth -2.6 and Wnt bcat act 21.
O=C(Nc1ccccc1)Nc1ccccc1-n1ccnc1 was read as CAL PDZ FP-1 -1.1, MITF act 0, SR-BI HDL uptake 30, phage Ecoli inh 2.5, Tat transport 2, CAL PDZ FP-2 1, SR-BI uptake up -30, AddAB inh 3.6, E coli growth 4.2 and Wnt bcat act 1.
Screening COc1ccc(/C(O)=C2/C(=O)C(=O)N(CCN(C)C)C2c2ccc(C)cc2)cc1Cl (centres undefined) returned CAL PDZ FP-1 -1.7, MITF act 7, SR-BI HDL uptake -21, phage Ecoli inh 3.9, Tat transport -7, CAL PDZ FP-2 -1, SR-BI uptake up 21, AddAB inh -1.3, E coli growth -3.5 and Wnt bcat act 0.
Screening Cc1ccc(C(=O)N2c3ccccc3N(Cc3ccccc3)C(=O)C2(C)C)cc1 returned CAL PDZ FP-1 -1.2, MITF act -24, SR-BI HDL uptake 0, phage Ecoli inh 4.4, Tat transport 29, CAL PDZ FP-2 -2, SR-BI uptake up 0, AddAB inh 1.3, E coli growth -1.4 and Wnt bcat act -5.
